KCNH2 WT inh – qHTS for Inhibitors of KCHN2 3.1: Wildtype qHTS; U2OS, BacMam KCNH2, thallium flux FluxOr; active compounds read low; Voltage-gated inwardly rectifying potassium channel KCNH2 (Homo sapiens), Q12809; 340,000 tested, 0.37% active; AID 720551, 2013; activity change, % at 1.84 µM;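 active = maximum activity change below -70%; inconclusive = maximum activity change between -70% and -50%; inactive = maximum activity change above -50%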; note: % is set by controls: 0 for no effect and ±100 for the full control effect
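U2OS cells transduced with wild-type KCNH2 virus are loaded with FluxOr dye for 45 min, and thallium flux is measured in kinetic reads before and after stimulation buffer. Rate constants are normalized to DMSO controls.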
AT treatment – qHTS Assay for Identifying a Potential Treatment of Ataxia-Telangiectasia; […] A-T fibroblasts, KAP-1 phosphorylation AlphaLISA; neocarzinostatin DNA damage 30 min before lysis; Potency, µM (highest dose often 57.5 µM), inactives show at the highest dose activation, most hits filed as activators; 320,000 tested, 0.19% active; note: potency is the fitted concentration of half-maximal effect; % of control where 0% means no effect; nearly all actives have a fitted effect of over 45% in size
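hTERT-immortalized A-T patient fibroblasts ([…]), 500 cells/well in OPTI-MEM, 1% FBS, got compounds for 60 min, then NCS for 30 min at 37C. Lysates were then assayed for phospho-KAP-1 by AlphaLISA (anti-pKAP1 donor, anti-KAP1 acceptor beads), 6 hr at 25C.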
FBPA coupling cs – qHTS Assay for Inhibitors of Fructose-1,6-bisphosphate Aldolase from Giardia Lamblia: Coupling assay counterscreen; 290,000 tested, 0.67% active; AID 2472, 2010; activity change, negative = inhibition, % at 58.2 µM, hits read low; coupling enzyme system counterscreen, AmpLite Red fluorescence; in the data active = activity change below about -30%; note: % is set by controls: 0 for no effect and ±100 for the full control effect
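Fluorescence at 525 nm excitation and 598 nm emission measured inhibition of the coupled detection system without aldolase. Compounds (at 57.5 uM final) were preincubated 10 min at room temperature with coupling enzyme reagent before a 20 min substrate/AmpLite Red step.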
KCNH2 3.1 inh – qHTS for Inhibitors of KCHN2 3.1: Mutant qHTS. U2OS KCNH2 3.1, thallium flux FluxOr; active compounds read low. 340,000 tested, 0.95% active. activity change, % (tested at about 1.8 µM);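 active = maximum activity change below -70%; inconclusive = maximum activity change from -70% to -50%; inactive = maximum activity change above -50%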;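 note: thallium influx rate constant from kinetic fluorescence after stimulation buffer; % is set by controls: 0 for no effect and ±100 for the full control effect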
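We transduce U2OS cells with the mutant 3.1 virus, culture them overnight, load FluxOr with Red40 quencher for 45 min, then add stimulation buffer and read kinetically for 2 min to derive a normalized rate constant.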
MBNL1-CUG inh – qHTS Assay for Inhibitors of MBNL1-poly(CUG) RNA binding; TR-FRET MBNL1-His/biotin-(CUG)12 binding, 665/545 ratio; Potency, µM (top dose mostly 57.5 µM), without a hit: top-dose activity change, negative = inhibition, usual class: inhibitors; 280,000 tested, 0.036% active; active = well fitted inhibition curve with a large enough effect in the signal ratio, with a control signal flat, not every such curve was filed as active; inconclusive = small, poorly fitted or top-dose-only effect, or effect the other way, or a change in a side signal; inactive = no such curve, though single readings can be large or run the other way; the % refers to the signal ratio; note: potency is the fitted concentration of half-maximal effect; % is set by controls: 0 for no effect and ±100 for the full control effect
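TR-FRET readout: Ex 340 nm, 665/545 nm emission ratio, normalized to buffer-only (basal) and MBNL1-(CUG)12 controls. Complex of MBNL1-His with Biotin-(CUG)12, compounds 92 nM–58 uM, incubated 60 min at room temperature.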
Integrin act MD – qHTS for Activators of Integrin-Mediated Alleviation for Muscular Dystrophy; alpha7betagal myoblasts, beta-gal FDG fluorescence, 48 h; Potency, µM (titrated, usually from 38.3 µM), inactives show top-dose activation, usual class: activators; 350,000 tested, 0.064% active; AID 624291, 2012;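 note: potency is the fitted concentration of half-maximal effect; 100% = response of the positive control SU9516; nearly all actives have a fitted effect of over 60% in size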
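alpha7betagal+/- myoblasts (passage 13, 250/well) treated 48 h at 37C with compounds at 1:260 dilution of DMSO stock. Lysed, then beta-galactosidase activity read as FDG fluorescence (ex 480/em 540) after 30 min, with pre-read for autofluorescence.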
GALK inh – qHTS Assay for Inhibitors of Human Galactokinase (GALK) | Purified GALK, Kinase-Glo residual ATP luminescence | 270,000 tested, 0.007% active | Potency, µM (series often up to 57.5 µM), inactives show at the highest dose activity change, negative = inhibition, actives largely listed as inhibitors; note: potency is the fitted concentration of half-maximal effect; % is set by controls: 0 for no effect and ±100 for the full control effect
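Compounds were pin-transferred into ATP buffer (35 uM final), then GALK plus galactose (5 nM, 100 uM final) was added. After 1 h at room temperature, Kinase-Glo Plus was added and luminescence read after 10 min.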
S-ASM inh – Inhibitors of Secretory Acid Sphingomyelinase (S-ASM): qHTS | 340,000 tested, 0.006% active | AID 504937, 2011 | Sphingomyelin phosphodiesterase (Homo sapiens), P17405 | Potency, µM (titrated, usually from 57.5 µM), without a hit: at the top dose activity change, negative = inhibition, hits mostly inhibitors | placental ASM, HMU-PC fluorogenic substrate, 60 min; note: potency is the fitted concentration of half-maximal effect
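Fluorescence read-out (Ex 386 nm, Em 447 nm) after stopping the reaction at pH 10. Enzyme: ASM from human placenta; substrate HMU-PC0, 9 uM final; 60 min, 37 °C. Compound preincubation 10 min, ambient temperature.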
TRPV1 ag – HTS Assay for Compounds that Act as Agonists of the Vanilloid Receptor 1 | AID 540275, 2011 | TRPV1-expressing cells, Fluo-8 calcium influx, agonist mode | activation, % at 8.33 µM | Transient receptor potential cation channel subfamily V member 1 (Homo sapiens), Q8NER1 | 320,000 tested, 0.19% active; in the data active = activation above about 80%; inconclusive = between about 30% and that limit; note: 0% is about no effect
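TRPV1-expressing cells were cultured overnight at 35.5C and loaded with Fluo-8 calcium dye for 40 to 90 min at room temperature. After a 10 s baseline, compound was added and calcium influx was read kinetically for 3 min (ex 480/em 520 nm).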
MLL CXXC-DNA inh – qHTS Fluorescence Polarization Assay for Inhibitors of MLL CXXC domain - DNA interaction | MLL-CXXC / FITC-HOXA9 DNA fluorescence polarization | Potency, µM (top dose mostly 115 µM), without a hit: at the highest dose activity change, negative = inhibition, hits mostly inhibitors | 290,000 tested, 0.037% active | AID 2662, 2010; active = well fitted inhibition curve with a large enough effect in the polarisation, with a control signal flat, not every such curve was filed as active; inconclusive = small, poorly fitted or top-dose-only effect, or effect the other way, or a change in a side signal; inactive = no such curve, though single readings can be large or run the other way; the % refers to the polarisation; note: potency is the fitted concentration of half-maximal effect
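Purified MLL-CXXC (added from a 7 uM solution) was preincubated 5 min at ambient with pinned compounds in 50 mM Tris-HCl pH 7.5, 50 mM NaCl, 1 mM DTT, 0.05% BSA. Fluorescein-labeled HOX-A9 DNA (50 nM solution) followed, 30 min, then polarization read.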
* hit, by the source's call; i = inactive; ? = inconclusive; nt = not tested or not shown; [ ] = dose if it differs, or a comment. Unless noted, calls come from the whole dose curve; as a rule, active = well fitted curve in the direction sought with a large enough effect; inconclusive = small, poorly fitted or top-dose-only effect, or another doubt; inactive = no such curve, though single readings can be large; an effect the other way counts as inactive or inconclusive.

SMILES	KCNH2 WT inh	AT treatment	FBPA coupling cs	KCNH2 3.1 inh	MBNL1-CUG inh	Integrin act MD	GALK inh	S-ASM inh	TRPV1 ag	MLL CXXC-DNA inh
COc1ccc(/C=C2\SC(=S)N(CCCCCC(=O)Nc3cc(C)on3)C2=O)cc1OC	-19	-1%	3	-14	1%	3%	2%	-4%	3	-8%
COc1ccc(CCNC(=O)c2cc(-c3cc(C)ccc3O)n[nH]2)cc1OC	1	nt	3	-16	0%	10µM*	2%	-3%	15	-28%
Cc1c(C(=O)Nc2ccc(Cl)cc2)c2ccccn2c1C(=O)c1ccc(F)cc1	-19	nt	2	-15	-11%	28%	4%	3%	0	18%
O=C(NNS(=O)(=O)c1ccc(Br)cc1)c1csnn1	1	1%	5	9	0%	?	-2%	2%	1	-2%
COC(=O)c1ccccc1SC1CC(=O)N(c2cccc(C)c2)C1=O (configuration not stated)	i	1%	5	3	3%	-29%	0%	-4%	2	1%
COc1ccc(C2(CNC(=O)c3cccc([N+](=O)[O-])c3)CCOCC2)cc1	-2	-3%	-1	0	?	3%	0%	-5%	4	-11%
O=C(NCc1ccccn1)C(=O)NCc1ccccn1	i	6%	3	-12	-4%	22%	-2%	2%	-15	-3%
COc1ccc(C(=O)NCC(=O)OCc2csc(-c3ccccc3)n2)cc1	-28	-13%	6	-7	-8%	-8%	0%	-1%	-3	4%
CC(=O)c1cccc(NC(=O)N2CC(C)OC(C)C2)c1 (configuration not stated)	-10	0%	-1	3	2%	17%	-2%	8%	2	22%
C/C(Cc1ccccc1)=N\NC(=O)c1cccnc1	4	6%	2	3	nt	-6%	0%	6%	10	?
Cc1ccc(NC(=O)NNC(=O)COc2ccc(Cl)cc2)cc1	2	nt	nt	10	nt	15%	nt	2%	nt	nt
N#C/C(=C\N1CCCCC1)S(=O)(=O)c1ccc(Cl)cc1	2	19%	2	27	1%	?	4%	4%	17	-3%
c1ccc2[nH]c(CSc3nccs3)nc2c1	8	0%	-1	3	-2%	-3%	-1%	4%	17	-2%
CC(/C=C/c1ccc2c(c1)OCO2)=N\NC(=O)c1cccc([N+](=O)[O-])c1	-4	-2%	-2	16	?	-9%	-2%	-7%	1	19%
Cc1sc2ncn(CC(=O)NCC3COc4ccccc4O3)c(=O)c2c1S(=O)(=O)N1CCOCC1 (configuration not stated)	-2	0%	4	8	-6%	-20%	1%	-2%	1	12%
COCCNC(=O)C(=O)NNC(=O)COc1ccc(OC)cc1	nt	4%	0	-8	-3%	-31%	-2%	1%	0	-13%
COCCNC(=O)C1CC2Cn3c(nc4cc(C)c(C)cc43)C2N1C (configuration not stated)	4	-14%	1	8	-1%	37%	0%	-2%	0	-2%
CC(=O)c1cccc(NC(=O)c2cc3ccccn3n2)c1	-2	1%	-3	-15	7%	10%	0%	-1%	?	-21%
CC(C)CCN(N=O)[C@@H](Cc1ccccc1)CN(N=O)[C@@H](Cc1ccccc1)CN(C)N=O	-16	-3%	-2	-113*	8%	7%	0%	-8%	10	-1%
O=C(Nc1cccc([N+](=O)[O-])c1)Nc1cccc([N+](=O)[O-])c1	-8	2%	-2	nt	13%	-7%	-3%	-2%	?	-1%

Profiles, looked up by structure:
Record of `Cc1c(C(=O)Nc2ccc(Cl)cc2)c2ccccn2c1C(=O)c1ccc(F)cc1` : KCNH2 WT inh = -19; AT treatment = nt; FBPA coupling cs = 2; KCNH2 3.1 inh = -15; MBNL1-CUG inh = -11%; Integrin act MD = 28%; GALK inh = 4%; S-ASM inh = 3%; TRPV1 ag = 0; MLL CXXC-DNA inh = 18%
Record of `Cc1sc2ncn(CC(=O)NCC3COc4ccccc4O3)c(=O)c2c1S(=O)(=O)N1CCOCC1` (configuration not stated) : KCNH2 WT inh = -2; AT treatment = 0%; FBPA coupling cs = 4; KCNH2 3.1 inh = 8; MBNL1-CUG inh = -6%; Integrin act MD = -20%; GALK inh = 1%; S-ASM inh = -2%; TRPV1 ag = 1; MLL CXXC-DNA inh = 12%
Record of `O=C(NNS(=O)(=O)c1ccc(Br)cc1)c1csnn1` : KCNH2 WT inh = 1; AT treatment = 1%; FBPA coupling cs = 5; KCNH2 3.1 inh = 9; MBNL1-CUG inh = 0%; Integrin act MD = ?; GALK inh = -2%; S-ASM inh = 2%; TRPV1 ag = 1; MLL CXXC-DNA inh = -2%

More records:
SMILES	KCNH2 WT inh	AT treatment	FBPA coupling cs	KCNH2 3.1 inh	MBNL1-CUG inh	Integrin act MD	GALK inh	S-ASM inh	TRPV1 ag	MLL CXXC-DNA inh
Cc1ccc(C)c(SCC(=O)Nc2oc(C)c3c(C)n[nH]c(=O)c23)c1	3	10%	nt	-10	nt	2%	nt	-6%	-2	nt
CCCSc1nc(-n2ncc(C#N)c2N)c2c3c(sc2n1)CCC(C)C3 (configuration not stated)	-23	3%	3	-16	0%	14%[7.66 µM]	1%	-4%	7	7%
CNC(=O)c1ccc(NC(=O)Cc2ccc(S(=O)(=O)N3CCOCC3)s2)cc1	-1	0%	nt	-34	nt	20%	nt	0%	2	nt
CC(C)(Oc1ccc(Cl)cc1)C(=O)NC1CCSC1=O (configuration not stated)	7	-3%	0	-13	14%	20%	-2%	6%	?	4%
COc1cccc(C(=O)NN2CCOCC2)c1	3	nt	nt	16	nt	5%	nt	6%	nt	nt
O=C(Nc1ccc(NC(=O)c2ccco2)nc1)c1cccnc1	4	-2%	2	19	-8%	0%	0%	3%	2	5%
CCOC(=O)c1cc2c(=O)n3ccccc3nc2n(CC(C)C)c1=NC(=O)c1ccco1	-23	-4%	2	-6	?	-4%	0%	447%[activator]	6	9%
CCc1ccccc1NC(=O)N1CCc2ccccc21	-8	3%	4	7	-6%	31%	3%	2%	1	-2%
Cc1cc(C)c(S(=O)(=O)ON2C(=O)c3ccccc3C2=O)cc1C	0	-4%	-3	4	0%	-23%	2%	-3%	7	-8%
CCCCCC(=O)Nc1ccc(C(=O)COC(=O)c2ccccn2)cc1	-6	0%	nt	12	nt	11%	nt	-3%	?	nt
CCCCSc1nc2sc3c(c2c(=O)n1-c1ccccc1)CCN(C)C3	5	-1%	2	19	9%	?	0%	-1%	12	-10%
Cc1cc(C(=O)COc2ccc(C#N)cc2)c(C)n1CC1CCCO1 (configuration not stated)	4	6%	nt	10	nt	5%	nt	-1%	nt	nt
O=C(Nc1ccccc1F)c1cc2c(s1)-c1ccccc1S(=O)(=O)C2	4	11%	6	47	10%	22%	5%	75%[activator]	-3	2%
COc1cc(C=O)ccc1OCc1ccccc1Br	1	7%	2	-6	-12%	7%	nt	-4%	6	-5%
COc1ccc2cc(C3CC(c4ccco4)=NN3S(=O)(=O)c3ccccc3)c(Cl)nc2c1 (configuration not stated)	-8	-9%	-1	-83*	16%	-10%	1%	nt	4	3%
CCOc1ccc(NC(=O)CN2CCc3cc4c(cc3C2)OCCCO4)cc1OCC	0	16%	nt	3	-1%	-26%	-5%	1%	0	1%
CS(=O)(=O)N1CCC(C(=O)Nc2ccccc2Sc2ccccc2)CC1	2	3%	2	6	-7%	15%	-1%	2%	-2	-2%
CN1CCC[C@@H]1CCNC(=O)c1cccc2c1C(=O)c1ccc(N3CCCC3)cc1S2(=O)=O	-3	-3%	nt	-2	nt	3%	nt	-12%	nt	nt
CCC(C)(C)NC(=O)CCCSc1nc2ccccc2[nH]1	-13	-7%	0	1	-5%	-26%	5%	-1%	27	12%
CC(Oc1ccc(Cl)cc1Cl)c1ccnc(N)n1 (configuration not stated)	8	-1%	-1	-15	-5%	2%	1%	3%	1	-3%
O/N=C/c1ccc(-c2cc(Cl)ccc2Cl)o1	-25	4%	4	-12	nt	-3%	0%	-2%	0	8%
CCc1nc(SCc2ccc(C(=O)OC)o2)n[nH]1	0	9%	-10	0	-12%	3%	2%	4%	-3	-2%
Cc1ccc(C)c(NC(=O)Cn2nnc(C(=O)Nc3c(C)cccc3C)c2N)c1	4	-5%	1	5	-14%	-16%	-6%	0%	nt	-4%
COc1cccc(C(CC(=O)O)NS(=O)(=O)c2ccc3c(c2)N(C(C)=O)CC(C)O3)c1 (configuration not stated)	4	-1%	8	-6	-7%	?	8%	0%	4	-6%
O=C(NNc1ncccc1-n1cccc1)c1ccc(Cl)cc1	-1	-5%	0	-2	-13%	-17%	1%	1%	19	-20%
